Screening results (PubChem BioAssay)
RGS4 pot – RGS4 potentiators or activators, primary screen, cell-based, HEK293 M3R inducible RGS4, calcium flux | 310,000 tested, 0.92% active | B-score at 10 µM | carbachol calcium flux Fluo4; stronger effect = lower value;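 active means B-score of the integrated calcium signal more than 4 SD below the library mean, with starting fluorescence not abnormally high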;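 further: negative B-score means reduced calcium response which marks RGS4 activation or potentiation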
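Reagent: ECmax carbachol challenge; Test system: M3R-expressing HEK293 line, RGS4 induced by doxycycline; Schedule: overnight RGS4 induction, 30 min dye load 37 °C, 20 min compound RT; Detection: calcium dye Fluo4 fluorescence; Read-out: Agonist-evoked peak-minus-minimum fluorescence over baseline, integrated ratio, B score.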
MrgX1 allo act – positive allosteric modulators of MrgX1, primary screen, HEK293 cells, Fluo-4 calcium flux; FDSS; stronger effect = higher value; B-score at 10 µM; Mas-related G-protein coupled receptor member X1 (Homo sapiens), Q96LB2; 310,000 tested, 0.63% active;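 active means plate-corrected calcium response at least 3 library SD above typical, normal starting fluorescence, not activating the receptor alone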;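 further: compound read alongside a low EC10 to EC30 dose of BAM8-22 agonist; peak minus trough fluorescence over baseline measured at the second addition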
ANO1 block – TMEM16A chloride channel inhibitors, primary screen, cell-based, HTS | HEK293 TMEM16A/YFP iodide influx fluorescence, ionomycin | normalized B-score (activity score, 25-100; higher = stronger inhibition) at 10 µM | 310,000 tested, 1.2% active;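 active means ratio plate-corrected score three or more library SD toward inhibition, starting fluorescence score within five deviations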;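 further: score derived from kinetic fluorescence span divided by baseline fluorescence per well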
KCNK3 inh – human KCNK3 channel inhibitors, primary screen, CHO cells, FluxOR thallium flux, B-score; Potassium channel subfamily K member 3 (Homo sapiens), O14649; FluxOR fluorescence; stronger effect = lower value; B-score at 10 µM; 340,000 tested, 0.84% active; AID 602410, 2012;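 active means B-score under library mean minus 4 SD, starting fluorescence ratio at most library mean plus 5 SD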;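 further: more negative B-score means stronger inhibition of thallium flux through KCNK3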
hERG protect – hERG rescue from dofetilide block, primary screen, cell-based, CHO-hERG, FluxOR thallium flux, dofetilide IC70. Voltage-gated inwardly rectifying potassium channel KCNH2 (Homo sapiens), Q12809. dofetilide IC70 present. activation (rescue from dofetilide block), less the hit threshold, % at 10 µM. 310,000 tested, 0.51% active;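 active means activation above the mean of controls blocked by dofetilide plus 5 SD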;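 further: thallium influx through hERG after potassium depolarization seen as dye fluorescence rise; in these data hits start at about 4.7%; inactives centre near -7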
KCNK9 inh – KCNK9 potassium channel inhibitors, primary screen, HEK293 cells, thallium flux | 310,000 tested, 1.2% active | FluxOR thallium flux fluorescence; stronger effect = lower value | B-score at 10 µM;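 active means ratio B-score over 3 SD below the library mean, with starting fluorescence within 5 SD of its mean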;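 further: negative B-score means less thallium flux so channel inhibition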
Target sequence (Q9NPC2 whole entry, looked up): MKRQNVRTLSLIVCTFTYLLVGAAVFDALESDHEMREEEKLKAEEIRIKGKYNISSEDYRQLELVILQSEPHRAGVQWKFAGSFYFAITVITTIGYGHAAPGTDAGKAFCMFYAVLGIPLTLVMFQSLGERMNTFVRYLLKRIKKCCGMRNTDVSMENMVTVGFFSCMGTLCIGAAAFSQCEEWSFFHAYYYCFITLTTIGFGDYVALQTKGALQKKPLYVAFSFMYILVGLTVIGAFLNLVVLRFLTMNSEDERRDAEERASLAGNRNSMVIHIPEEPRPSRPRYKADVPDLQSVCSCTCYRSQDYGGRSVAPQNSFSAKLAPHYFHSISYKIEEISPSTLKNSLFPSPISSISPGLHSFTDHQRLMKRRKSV
RGS4 inh – RGS4 inhibitors, primary screen, cell-based, HEK293 M3R inducible RGS4, calcium flux; Regulator of G-protein signaling 4 (Homo sapiens), P49798; Fluo-4 calcium flux; stronger effect = higher value; triggered by carbachol at its EC20; B-score at 10 µM; 310,000 tested, 0.45% active; AID 463165, 2010;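 active means B-score, a plate-corrected calcium signal, over three deviations above library mean, with baseline fluorescence within five deviations of library mean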;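 further: RGS4 expression induced by doxycycline in cells with stable M3 receptor; B-score is computed from the integrated fluorescence ratio over baseline after carbachol; higher B-score means a larger calcium signal and so more RGS4 inhibition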
Target sequence (P49798 whole entry, looked up): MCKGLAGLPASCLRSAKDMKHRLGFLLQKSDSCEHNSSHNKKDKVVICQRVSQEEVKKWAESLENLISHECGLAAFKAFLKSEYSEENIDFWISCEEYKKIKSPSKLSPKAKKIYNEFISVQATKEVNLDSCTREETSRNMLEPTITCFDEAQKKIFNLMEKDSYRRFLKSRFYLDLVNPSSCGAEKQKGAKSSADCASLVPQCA
MrgX1 ag – agonists of human MrgX1 receptor, primary screen, HEK293 cells, Fluo-4 calcium flux | B-score at 10 µM | Fluo-4 calcium fluorescence, agonist mode; stronger effect = higher value | 310,000 tested, 0.44% active;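 active means calcium response B-score plate-corrected fluorescence ratio at least 3 library SD, with starting fluorescence B-score inside 5 SD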
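Test system: HEK293 cells stably expressing human MrgX1 receptor; Input: fifteen thousand cells per well; Dosing: compound delivered in addition one of three; Schedule: overnight seeding, then 1 h dark dye loading; Technique: Fluo-4 NW calcium fluorescence; Measure: B-scored fluorescence response ratio; Controls: positive and negative controls per plate.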
KCNQ1 act – potentiators or activators of KCNQ1 channel, primary screen, cell-based, thallium flux, high-throughput; 310,000 tested, 0.35% active; CHO-K1 KCNQ1, thallium flux FluxOR fluorescence; stronger effect = higher value; B-score at 10 µM;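 active means fluorescence ratio B-score, a plate-corrected score, at least three library SD, with initial intensity B-score within 5 SD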
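System: CHO-K1 cells stably expressing KCNQ1 / Medium: assay buffer for compound exposure, DMSO matched across wells / Reagent: thallium- and potassium-containing depolarizing buffer / Compound: one concentration, matched DMSO / Incubation: 20 min compound pretreatment at room temperature / Measured by: kinetic FluxOR fluorescence, 10 s baseline plus 110 s post-stimulus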
TMEM16A act – TMEM16A chloride channel activators or potentiators, primary screen, cell-based, HTS; HEK293 TMEM16A/YFP-H148Q/I152L, iodide quench fluorescence; stronger effect = lower value; B-score at 10 µM; 340,000 tested, 0.3% active;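 active means fluorescence-ratio B-score plate-corrected deviation score at least 3 library SD below zero, with starting fluorescence score within 5 deviations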;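 further: channel opened by trigger with iodide after compound preincubation; score built on the fluorescence ratio of max minus min over baseline; more negative score means more quench and so TMEM16A activation or potentiation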
KCNQ1 inh – inhibitors of human KCNQ1 channel, primary screen, cell-based, thallium flux, high-throughput | B-score at 10 µM | Potassium voltage-gated channel subfamily KQT member 1 (Homo sapiens), P51787 | CHO-K1 KCNQ1, FluxOR thallium flux fluorescence; stronger effect = higher value | 310,000 tested, 1.3% active | AID 2642, 2010;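 active means compounds whose thallium flux B-score, printed positive for inhibition, exceeds three library SD while starting fluorescence stays within three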;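 further: channel opened by potassium depolarization with thallium stimulus after 20 min compound exposure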
Active calls of the source: *; i = inactive; nt = not tested or not shown. Only part of the results is shown, so the mix of outcomes need not match the whole.

1	Clc1ccccc1C1=NCc2nncn2-c2sc(Br)cc21
2	CCn1ccnc1CN1CCCC(C(=O)c2cc(Cl)ccc2OC)C1 (centres undefined)
3	O=c1[nH]c(=O)n(Cc2ccc(F)cc2)c(O)c1/C=N/Nc1ccccc1
4	COC(=O)c1cccc(NC(=O)N2C[C@H]3C[C@@H](C2)c2cccc(=O)n2C3)c1
5	Cc1ccc(Cn2cc(C=O)c(-c3ccc(F)cc3)n2)cc1
6	Clc1ccccc1CN1CCNCC1
7	Cc1ccc(C2=NN(CCC(=O)N3CCC4(CC3)OCCO4)C(=O)CC2)cc1
8	CCOC(=O)C(=O)NC1CCSC1=O (centres undefined)
9	C#CC[N+]1(C)[C@@H]2CC(OC(=O)C(CO)c3ccccc3)C[C@H]1C(O)C2 (some centres undefined)
10	CN=C(SCC(=O)c1cccc(Cl)c1)c1c(O)n(C)c(=O)n(C)c1=O
11	CCOC(=O)c1ccc(NC(=O)C2C3C=CC(O3)C2C(=O)O)cc1 (centres undefined)

screen / no.	1	2	3	4	5	6	7	8	9	10	11
RGS4 pot	i	i	i	i	i	i	i	i	i	i	i
MrgX1 allo act	i	i	i	i	7.6*	i	i	i	i	i	i
ANO1 block	i	i	i	i	i	i	i	i	i	i	i
KCNK3 inh	i	i	i	i	i	i	i	i	i	i	nt
hERG protect	-7	-6	-2	-7	-13	-3	-12	-5	-8	-1	-16
KCNK9 inh	i	i	i	i	i	i	i	i	i	i	i
RGS4 inh	i	i	i	i	i	i	i	i	i	i	i
MrgX1 ag	i	i	i	i	i	i	i	i	i	i	i
KCNQ1 act	i	i	i	i	i	i	i	i	i	i	i
TMEM16A act	i	i	i	i	i	i	i	i	i	i	nt
KCNQ1 inh	i	i	i	i	i	i	i	i	i	i	i

3 compounds from above, arranged by heavy-atom count, rising.
6	Clc1ccccc1CN1CCNCC1
1	Clc1ccccc1C1=NCc2nncn2-c2sc(Br)cc21
10	CN=C(SCC(=O)c1cccc(Cl)c1)c1c(O)n(C)c(=O)n(C)c1=O

screen / no.	6	1	10
RGS4 pot	i	i	i
MrgX1 allo act	i	i	i
ANO1 block	i	i	i
KCNK3 inh	i	i	i
hERG protect	-3	-7	-1
KCNK9 inh	i	i	i
RGS4 inh	i	i	i
MrgX1 ag	i	i	i
KCNQ1 act	i	i	i
TMEM16A act	i	i	i
KCNQ1 inh	i	i	i

Of the compounds above, these have a carbonyl joined to an NH by a bond outside any ring.
4	COC(=O)c1cccc(NC(=O)N2C[C@H]3C[C@@H](C2)c2cccc(=O)n2C3)c1
8	CCOC(=O)C(=O)NC1CCSC1=O (centres undefined)
11	CCOC(=O)c1ccc(NC(=O)C2C3C=CC(O3)C2C(=O)O)cc1 (centres undefined)

screen / no.	4	8	11
RGS4 pot	i	i	i
MrgX1 allo act	i	i	i
ANO1 block	i	i	i
KCNK3 inh	i	i	nt
hERG protect	-7	-5	-16
KCNK9 inh	i	i	i
RGS4 inh	i	i	i
MrgX1 ag	i	i	i
KCNQ1 act	i	i	i
TMEM16A act	i	i	nt
KCNQ1 inh	i	i	i
